Bioassay records (PubChem BioAssay)
HKDC1 inhibitor – inhibitors of human hexokinase HKDC1; hit rate 0.16% among 340,000; recombinant HKDC1, G6PDH/diaphorase resazurin coupled fluorescence; inhibition, % at 20 µM; Q2TB90;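 active means inhibition above about 35% when tested at 20 µM, limit read from the data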;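 further: plate controls were DMSO wells with enzyme for no effect and DMSO wells lacking enzyme for full effect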
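Assay system – recombinant HKDC1 (HK5) hexokinase enzyme, produced in-house · Input – HKDC1 at 5 µg/mL · Reagent – glucose plus 1 mM ATP as hexokinase substrates · Timing – 90 min reaction incubation at room temperature, dark · Measured by – G6PDH/diaphorase-coupled fluorescence, 1 mM NADP, 100 µM resazurin, 525/613 nm · Benchmarks – DMSO-enzyme wells negative, buffer-substituted wells positive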
Apaf1 inhib – inhibitors of human Apaf-1 apoptosome; hit rate 0.71% among 330,000; AID 489030; reconstituted apoptosome caspase-3 activity, DEVD-Rh110 fluorescence; inhibition, % at 20 µM; active means inhibition of at least 40% at 20 µM;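 further: plate controls were DMSO wells for no effect and DEVD-CHO caspase inhibitor wells for full effect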
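Material: cell-free apoptosome with Apaf-1, procaspase-3 and caspase-9; Buffer or medium: Hepes pH 7.5 with detergent and BSA; Reagent: cytochrome c trigger plus (Z-DEVD)2-Rh110 caspase-3 substrate; Times: compound with Apaf-1, dATP, procaspase-3 30 min, then 50 min reaction, room temperature; Technique: Rh110 fluorescence intensity.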
SENP8 block-1 – SENP8 (human) protease inhibition. Q96LD8. recombinant SENP8, Nedd8 substrate fluorescence. inhibition, % at 20 µM. hit rate 0.64% among 360,000. AID 602440; in the data active means inhibition mostly above about 40%, no sharp cut-off; inactive means mostly below about 27%
SENP8 block-2 – blocks the human protease SENP8; Q96LD8; purified SENP8, Z-RLRGG-aminoluciferin cleavage, luminescence; inhibition, % at 10 µM; hit rate 1.2% among 330,000; AID 2540; in the data active means inhibition above about 50%
SENP7 block – inhibitors of human SENP7 protease. Q9BQF6. recombinant SENP7, Z-RLRGG-aminoluciferin luminescence, 40 min. inhibition, % at 5 µM. hit rate 1.5% among 330,000;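 active means inhibition above about 50% at the single test dose, limit read from the data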;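 further: plate controls were DMSO with enzyme for no effect and no enzyme buffer wells for full effect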
Target sequence (Q9BQF6 706-1050 limits assumed): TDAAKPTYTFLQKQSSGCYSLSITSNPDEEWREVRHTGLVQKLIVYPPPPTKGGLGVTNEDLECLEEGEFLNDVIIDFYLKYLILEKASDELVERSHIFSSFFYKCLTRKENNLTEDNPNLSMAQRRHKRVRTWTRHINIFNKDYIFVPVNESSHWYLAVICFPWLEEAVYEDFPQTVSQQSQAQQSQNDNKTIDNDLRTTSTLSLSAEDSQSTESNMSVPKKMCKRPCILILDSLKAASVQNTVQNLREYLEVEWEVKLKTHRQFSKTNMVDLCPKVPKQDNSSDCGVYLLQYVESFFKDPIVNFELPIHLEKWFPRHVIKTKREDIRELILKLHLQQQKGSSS
SENP1 inh – blocks the human SENP1 SUMO protease catalytic domain | inhibition, % at 10 µM | AID 624204 | hit rate 0.21% among 360,000 | Q9P0U3 | recombinant SENP1 catalytic domain, CyPet-SUMO1-YPet FRET cleavage;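 active means inhibition at least 30% at 10 µM, raw YFP signal under a set limit, fluorescence ratio 0.5 to 1.5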;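 further: 0% = enzyme with DMSO and 100% = no enzyme wells; some results filed as inactive read as strong as hits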
Target sequence (Q9P0U3 419-644 limits assumed): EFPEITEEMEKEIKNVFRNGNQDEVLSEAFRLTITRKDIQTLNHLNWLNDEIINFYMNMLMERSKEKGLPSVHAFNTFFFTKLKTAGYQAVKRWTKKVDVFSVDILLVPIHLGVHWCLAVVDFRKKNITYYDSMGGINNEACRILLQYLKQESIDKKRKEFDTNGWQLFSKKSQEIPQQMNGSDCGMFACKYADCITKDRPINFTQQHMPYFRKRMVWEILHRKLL
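Assay system – human recombinant His6-tagged SENP1 catalytic domain enzyme · Input – SENP1 enzyme, 20 pM final · Buffer or medium – Tris pH 8 buffer plus EDTA, NaCl, BME, BSA, NP40, catalase · Schedule – 50 min reaction at room temperature · Technique – FRET read of cyan and yellow fluorescence · Control set – no-enzyme wells low, DMSO-plus-enzyme wells high control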
SENP6 block – SENP6 protease inhibition | hit rate 1.8% among 330,000 | Recombinant SENP6 catalytic domain, aminoluciferin luminescence | Q9GZR1 | inhibition, % at 10 µM;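 active means inhibition above about 50% at the single tested dose, limit read from the data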;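 further: plate controls were DMSO wells with enzyme for no effect and DMSO wells lacking enzyme for full effect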
Target sequence (Q9GZR1 628-1112 limits assumed): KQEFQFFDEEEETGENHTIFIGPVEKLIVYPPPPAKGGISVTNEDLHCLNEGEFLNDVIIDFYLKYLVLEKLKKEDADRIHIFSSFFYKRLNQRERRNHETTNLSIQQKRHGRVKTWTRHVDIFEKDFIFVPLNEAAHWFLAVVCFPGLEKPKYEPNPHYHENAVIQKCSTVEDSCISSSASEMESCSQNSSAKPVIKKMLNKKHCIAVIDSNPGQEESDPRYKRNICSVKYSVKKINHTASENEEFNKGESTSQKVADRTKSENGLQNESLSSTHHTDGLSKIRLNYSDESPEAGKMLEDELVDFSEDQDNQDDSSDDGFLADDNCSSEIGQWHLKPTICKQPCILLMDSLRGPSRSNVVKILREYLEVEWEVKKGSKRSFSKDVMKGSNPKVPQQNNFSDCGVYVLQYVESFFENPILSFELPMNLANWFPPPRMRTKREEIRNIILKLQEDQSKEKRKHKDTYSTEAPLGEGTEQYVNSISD
PfGluPho inh – PfG6PD (Plasmodium falciparum) enzyme inhibition | PfGluPho enzyme, NADPH resazurin-diaphorase fluorescence | inhibition, % at 20 µM | hit rate 0.78% among 350,000 | AID 504690;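 active means inhibition reaching at least a set limit at 20 µM in the primary screen, cut at about 59% in these data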;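 further: 0% = DMSO wells with substrate and 100% = DMSO wells lacking glucose-6-phosphate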
The depositor's hits bear a star; · = no result given.

nr | Molecule | HKDC1 inhibitor | Apaf1 inhib | SENP8 block-1 | SENP8 block-2
1 | O=C(NC(=S)NCCCN1CCOCC1)c1cccc2ccccc12 | -6 | -9 | 10 | -6
2 | C=CCNC(=O)CCCc1ccccc1 | 16 | -1 | 10 | -6
3 | O=C(CN1C(=O)NC2(CCCC2)C1=O)OCCOc1cccc(Cl)c1 | 3 | 7 | 3 | -5
4 | COC(=O)C(C)n1cnc2c(nnn2-c2ccc(F)cc2)c1=O (stereo unspecified) | -7 | -3 | 4 | -5
5 | O=C(NCCC(=O)N1CCC2(CC1)NCCc1[nH]cnc12)c1ccc(Br)cc1 | -4 | 2 | 8 | 1
6 | NC(=O)C1(N2CCCCC2)CCN(CC(=O)Nc2cc(Cl)ccc2Cl)CC1 | -7 | 1 | -2 | -6
7 | O=C(NCCCN1CCOCC1)c1cc(-c2ccc(F)cc2)nc2ccccc12 | 1 | 7 | -296 | 2
8 | Cc1ccc(NC(=S)N(CCN2CCCCC2)Cc2ccco2)cc1Cl | 6 | -3 | 14 | -1
9 | O=c1[nH]c2ccc(S(=O)(=O)Nc3ccc(Cl)cc3)cc2o1 | -4 | 2 | 1 | 10
10 | COc1cc(/C=N/OCC(=O)Nc2cc(C)cc(C)c2)ccc1OCc1ccc(Cl)cc1 | 2 | 18 | 1 | -13
11 | COc1ccc(-c2c[n+](CC(=O)N3c4ccccc4Sc4ccccc43)c3n2CCC3)cc1 | -13 | 4 | 14 | -5
12 | COc1c(O)ccc(/C=C(\C#N)c2nc3ccccc3[nH]2)c1[N+](=O)[O-] | 4 | 17 | -22 | 14
13 | COc1cccc(NC(=O)CSc2nc3ccccc3c(=O)n2CCCC(=O)NCCCN2CCOCC2)c1 | 2 | -1 | 18 | -2
14 | COc1ccc2[nH]c(=O)c(CN(Cc3nnnn3CCc3ccccc3)CC3CCCO3)cc2c1 (stereo unspecified) | 5 | 9 | -421 | -8
15 | COCc1nnc(NC(=O)CC(c2ccccc2)c2ccccc2)s1 | -10 | 9 | 28 | -4

nr | SENP7 block | SENP1 inh | SENP6 block | PfGluPho inh
1 | 1 | 1 | -22 | -11
2 | -1 | 3 | -1 | 6
3 | -3 | -1 | -8 | 8
4 | 0 | 0 | -2 | -1
5 | -3 | 3 | 5 | -2
6 | 0 | -1 | 7 | 8
7 | 0 | -2 | -9 | 0
8 | 5 | -2 | 7 | 23
9 | 0 | 2 | -3 | -21
10 | -6 | -77 | -18 | 9
11 | 3 | 1 | -16 | 0
12 | 14 | -34 | 54* | 3
13 | 1 | 0 | -21 | 4
14 | -8 | -25 | -2 | -4
15 | 3 | 0 | -4 | -33

Continued:
nr | Molecule | HKDC1 inhibitor | Apaf1 inhib | SENP8 block-1 | SENP8 block-2
16 | CCCCNc1ccc2c3c(cccc13)C(=O)N(CCCC)C2=O | 3 | · | -54 | ·
17 | CCOC(=O)c1ccc(-c2c(-c3ccccc3OC)sc3cc4c(cc23)OCO4)cc1F | 3 | 18 | -487 | -14
18 | Cc1csc(=O)n1CC(=O)OCC(=O)c1c(N)n(CC(C)C)c(=O)n(C)c1=O | -5 | 1 | 3 | 7
19 | Cc1ccnc(SCCn2c(N3CCN(c4ccccc4)CC3)nc3c2c(=O)[nH]c(=O)n3C)n1 | 0 | 0 | 13 | 1
20 | COc1ccc(-c2nc(=S)c3c([nH]2)Oc2ccc(C)cc2C3)cc1O | 4 | 7 | 4 | -3
21 | CCOc1ccccc1N1CCN(C(=O)c2ccc(NS(=O)(=O)c3ccc4[nH]c(=O)[nH]c4c3)cc2)CC1 | 0 | 16 | -3 | 7
22 | COc1ccc(-n2ncc3c2CC(C)(C)CC3NC(=O)c2ccoc2C)cc1 (stereo unspecified) | -12 | 8 | -2 | 4
23 | Cc1ccc([C@@H]2CC=C(C(=O)O)[C@H](c3ccccc3F)N2S(=O)(=O)c2ccc(C)cc2)cc1 | 8 | 15 | 14 | -6
24 | CC1CCN(CCCn2c(SCC(=O)NC3CCCC3)nc3ccccc3c2=O)CC1 | -2 | -11 | 5 | -1
25 | O=C1OCCC1Sc1ncnc2sccc12 (stereo unspecified) | 4 | 7 | 2 | -15
26 | O=S(=O)(c1cccc(NC(=S)NCc2ccco2)c1)N1CCOCC1 | -2 | 3 | 5 | 2
27 | O=C(Nc1ccccc1C(F)(F)F)c1cc2ncc(CCCl)cn2n1 | 2 | 11 | -136 | -5
28 | FC(F)(F)c1nnc(-c2ccccc2)nc1Oc1ccccc1 | -7 | -2 | 11 | 0
29 | CCOC(=O)C1CCN(C(=O)c2ccc(N(C)S(=O)(=O)c3ccc(OC)cc3)cc2)CC1 | -4 | 5 | -3 | 1
30 | Cc1ccccc1N1CC2=C(C1=O)C(c1ccccc1)NC(=O)N2C (stereo unspecified) | -1 | -11 | -86 | 2

nr | SENP7 block | SENP1 inh | SENP6 block | PfGluPho inh
16 | · | -32 | · | 19
17 | -8 | 1 | -6 | 6
18 | -9 | -2 | 3 | -1
19 | -4 | 2 | -10 | -9
20 | 1 | 3 | -6 | -2
21 | 4 | 0 | 0 | -18
22 | -1 | -2 | -18 | -3
23 | 10 | -1 | -13 | 0
24 | 4 | -2 | 22 | -2
25 | -9 | 2 | 5 | 0
26 | 1 | -2 | -16 | 3
27 | -3 | 0 | -6 | 11
28 | -1 | 2 | 0 | -21
29 | -2 | 2 | -10 | -4
30 | 0 | 1 | -2 | -10

In another format: entries from further up.
23. Cc1ccc([C@@H]2CC=C(C(=O)O)[C@H](c3ccccc3F)N2S(=O)(=O)c2ccc(C)cc2)cc1
- HKDC1 inhibitor: 8
- Apaf1 inhib: 15
- SENP8 block-1: 14
- SENP8 block-2: -6
- SENP7 block: 10
- SENP1 inh: -1
- SENP6 block: -13
- PfGluPho inh: 0

26. O=S(=O)(c1cccc(NC(=S)NCc2ccco2)c1)N1CCOCC1
- HKDC1 inhibitor: -2
- Apaf1 inhib: 3
- SENP8 block-1: 5
- SENP8 block-2: 2
- SENP7 block: 1
- SENP1 inh: -2
- SENP6 block: -16
- PfGluPho inh: 3

Compound profiles (already shown). Order of screens: HKDC1 inhibitor, Apaf1 inhib, SENP8 block-1, SENP8 block-2, SENP7 block, SENP1 inh, SENP6 block, PfGluPho inh
`Cc1ccccc1N1CC2=C(C1=O)C(c1ccccc1)NC(=O)N2C` (stereo unspecified) as listed: -1, -11, -86, 2, 0, 1, -2, -10
`O=S(=O)(c1cccc(NC(=S)NCc2ccco2)c1)N1CCOCC1` as listed: -2, 3, 5, 2, 1, -2, -16, 3

(cont.)
nr | Molecule | HKDC1 inhibitor | Apaf1 inhib | SENP8 block-1 | SENP8 block-2
31 | C(=C\c1nc(N2CCCCCC2)c2ccccc2n1)/c1ccccc1 | -11 | 12 | -128 | -4
32 | O=C(COc1cccc2ccccc12)N/N=C/c1ccccc1OCc1ccc(C(=O)O)cc1 | 4 | 26 | 10 | -1
33 | CCC1=C(OC(=O)N(CC)CC)N2C(=O)OC(=NCc3ccccc3)[C@]2(C)[C@H]2C1=CC[C@H]1C(=O)N(c3ccccc3)C(=O)[C@H]12 | 7 | 18 | 16 | -10
34 | COC(=O)[C@]1(Cc2ccccc2)N[C@H](CN(C)C(=O)c2ccc(C)cc2)[C@@H]2C(=O)N(C)C(=O)[C@@H]21 | -4 | -5 | -1 | -8
35 | CNC(=S)N1N=C(c2ccccc2)CC1c1ccc(Br)cc1 (stereo unspecified) | -2 | 31 | 11 | -19
36 | CCCCOC(=O)/C(=C/C=C/c1ccccc1)NC(=O)c1ccccc1 | 3 | 9 | -45 | 4
37 | COc1ccc2c(c1)CCc1c(C(=O)Nc3c(C)n(C)n(-c4ccccc4)c3=O)noc1-2 | 17 | 3 | -4 | -13
38 | CC(C)(C)c1ccc(S(=O)(=O)N2CCN(C3CCCC3)CC2)cc1 | -8 | 5 | 12 | 4
39 | O=c1oc2ccccc2c2c1ncn2CCN1CCOCC1 | -4 | -10 | 10 | -4
40 | CC(=O)c1ccc(NC(=O)c2cnn3ccccc23)cc1 | -3 | 2 | -20 | 27
41 | C=CCNc1nnnc2c1sc1nc(N3CCOCC3)c3c(c12)CCCC3 | 4 | -10 | -60 | 6
42 | COc1ccc(C)c2sc(N(CCN(C)C)C(=O)c3cccc(N4C(=O)CCC4=O)c3)nc12 | -5 | 0 | 9 | -5
43 | CCOC(=O)c1oc2ccccc2c1CN1CCN(C)CC1 | 1 | -4 | 24 | 4
44 | CS(=O)(=O)c1ccc(NCC2CCCO2)c([N+](=O)[O-])c1 (stereo unspecified) | -6 | -8 | 10 | 3
45 | Cc1cccc(CN2CCN(C(=O)c3cccc4ccccc34)CC2)c1 | 0 | 4 | 7 | -3

nr | SENP7 block | SENP1 inh | SENP6 block | PfGluPho inh
31 | -5 | -9 | -10 | 22
32 | 4 | -2 | -8 | 77*
33 | 9 | 5 | -18 | -9
34 | 10 | 2 | -4 | 12
35 | -8 | -1 | -5 | 6
36 | -4 | 0 | -20 | 32
37 | -8 | 1 | -2 | -11
38 | -8 | 1 | 5 | 7
39 | 2 | 2 | 8 | -8
40 | 37 | 2 | 56* | 29
41 | 7 | -4 | -1 | 1
42 | -7 | -4 | -5 | 11
43 | 6 | -2 | -7 | -9
44 | -5 | -1 | 2 | 8
45 | 2 | 1 | 2 | 4

Continued.
nr | Molecule | HKDC1 inhibitor | Apaf1 inhib | SENP8 block-1 | SENP8 block-2
46 | O=C(Cc1ccccc1)NCC(=O)Nc1cc(Cl)ccc1Cl | -5 | 1 | -12 | 6
47 | CS(=O)(=O)Nc1cccc(C2=NN(C(=O)CCC(=O)O)C(c3cccs3)C2)c1 (stereo unspecified) | -2 | 1 | 1 | 3
48 | COc1ccccc1NC(=O)Nc1nnc(CC(=O)Nc2cccc(C)c2)s1 | -5 | 5 | 8 | -2
49 | Cn1c(=O)c2c(nc(Br)n2Cc2ccccc2Cl)n(C)c1=O | -3 | 2 | 12 | -14
50 | CCOC(=O)N1CCN(C(=O)c2ccc3c(c2)N(CC)CCS3)CC1 | -1 | -4 | -451 | 7
51 | Cc1nc(CNS(=O)(=O)c2cc(C)c(C)cc2C)cs1 | -2 | -1 | 22 | 3
52 | CCCc1nnc(NS(=O)(=O)c2ccc(OC)cc2)s1 | 10 | 8 | 0 | 3
53 | O=C(O)/C=C/C(=O)N1CCN(Cc2ccc3c(c2)OCO3)CC1 | -5 | -7 | 13 | 3
54 | N#C/C(=C\c1cccs1)C(=O)N1CCOCC1 | -1 | -12 | 16 | -5
55 | CN(C)c1ncc(S(=O)(=O)c2ccccc2)c(=O)[nH]1 | -3 | -5 | 3 | 6

nr | SENP7 block | SENP1 inh | SENP6 block | PfGluPho inh
46 | 5 | -1 | -5 | 16
47 | -5 | -1 | 6 | -24
48 | 5 | -3 | -6 | -16
49 | -10 | -1 | -36 | 4
50 | -3 | 1 | 17 | 45
51 | 5 | 0 | 3 | 8
52 | 7 | 1 | -3 | -5
53 | 8 | 2 | -23 | -9
54 | -13 | 1 | -16 | 11
55 | 0 | 0 | -3 | -6

Hits appear at their usual frequency; any-hit rate near 3.6%.
